# ATXN viability: reduces viability in counter-screen for ATXN expression inhibitors; Potency, µM (titrated, usually from 56.7 µM), hits mostly cytotoxic; AID 651635; 400,000 tested, 0.49% active; S2 cells (HEK-293 line with an ATXN2-luciferase reporter) viability, CellTiter-Fluor protease fluorescence, 24 h; note: potency is the fitted concentration of half-maximal effect; nearly all actives have a fitted effect of over 40% in size
# KB-V1 MDR tox: kills drug-selected multidrug resistant KB-V1 cells; 400,000 tested, 3.4% active; Potency, µM (top dose mostly 46.1 µM), for inactives: at the top dose activity change, negative = cytotoxicity, hits mostly cytotoxic; KB-V1 MDR cells viability, CellTiter-Glo, 72 h; note: potency is the fitted concentration of half-maximal effect; % is set by controls: 0 for no effect and ±100 for the full control effect; nearly all actives have a fitted effect of over 60% in size
#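 Luminescent ATP read-out (CellTiter-Glo, 10 min) measures survival of drug-selected KB-V1 MDR cells after 72 h, 37 degrees C compound exposure. Medium: phenol-red-free DMEM, 10% FBS. Values from fitted concentration-response curves.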
# ATXN2 expr inh: inhibitors of ATXN2 expression | 360,000 tested, 0.72% active | HEK-293 ATXN2-luciferase reporter, luminescence, 24 h | Potency, µM (series often up to 57 µM), for inactives: at the top dose activity change, negative = inhibition, usual class: inhibitors; note: potency is the fitted concentration of half-maximal effect; % is set by controls: 0 for no effect and ±100 for the full control effect; nearly all actives have a fitted effect of over 55% in size
#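 qHTS (up to 57 uM final) was run with 24 h compound exposure of reporter cells at 37 °C. Each well was multiplexed: SteadyGlo luminescence measured ATXN2-luciferase expression after a fluorogenic Gly-Phe-AFC viability readout (25 uM final).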
# KB-3-1 tox: KB-3-1 parental cell cytotoxicity; KB-3-1 viability, CellTiter-Glo ATP luminescence, 72 h; 400,000 tested, 1.4% active; Potency, µM (top dose mostly 46.1 µM), for the others: at the top dose activity change, negative = cytotoxic, hits mostly cytotoxic; note: potency is the fitted concentration of half-maximal effect; % is set by controls: 0 for no effect and ±100 for the full control effect; nearly all actives have a fitted effect of over 60% in size
#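 Viability of parental KB-3-1 cells, measured by CellTiter-Glo luminescence, followed a 72 h incubation at 37 °C with pinned compounds in phenol-red-free DMEM containing 10% FBS.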
# HT1080NT lethal: kills 2HG-producing HT-1080-NT fibrosarcoma cells; Potency, µM (highest dose often 46.1 µM), for inactives: top-dose activity, negative = less viability, actives largely listed as cytotoxic; 360,000 tested, 1.6% active; HT-1080-NT fibrosarcoma viability, CellTiter-Glo ATP luminescence, 48 h;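 note: NT is the 2HG producing partner of a matched IDH1 knockdown line; potency is the fitted concentration of half-maximal effect; 0% = DMSO-treated cells and -100% = media-only wells without cells; nearly all actives have a fitted effect of over 55% in size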
#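 Luminescent CellTiter-Glo readout after 48 hours of compound exposure at 37 degrees C defined viability of HT-1080-NT cells. Activity was normalized to DMSO wells and cell-free media wells; concentration-response curves were fitted and assigned curve classes.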
# HT1080 IDH1KD tx: toxicity to HT-1080 IDH1 knockdown cells (counter line); HT-1080 IDH1 knockdown viability, ATP luminescence, 48 h; 360,000 tested, 2% active; Potency, µM (series often up to 46.1 µM), for inactives: at the top dose activity, negative = toxicity, most hits filed as cytotoxic;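 note: potency is the fitted concentration of half-maximal effect; 0% = DMSO wells and -100% = cell-free medium wells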
#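 IDH1KD HT-1080 cells, 750/well, RPMI + 5% FBS; compound pinned after 2 h settling; 48 h, 37 °C; CellTiter-Glo luminescence; % activity normalised to DMSO and no-cell wells; curves fitted, classed by r2 and efficacy.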
# SW480 rerep: DNA re-replication induction in SW480 cells; Potency, µM (series often up to 46.1 µM), for the others: top-dose re-replication activation, hits mostly activators; 340,000 tested, 1.8% active; SW480 DNA re-replication, Hoechst DNA content imaging, 48 h; note: potency is the fitted concentration of half-maximal effect; % of control where 0% means no effect; nearly all actives have a fitted effect of over 55% in size
#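 Per well, 250 cells were exposed to pinned compound for 48 hr. Nuclear DNA was visualised with Hoechst (40 min, 37 C) and total object intensity recorded by fluorescence scanning.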
# MCF10A rereplic: induces DNA re-replication in MCF 10a normal breast cells; MCF 10A DNA re-replication, Hoechst nuclear intensity, 48 h; Potency, µM (doses to about 46.1 µM), for the others: at the highest dose activity, positive = re-replication, most hits filed as activators; 350,000 tested, 2.9% active; note: potency is the fitted concentration of half-maximal effect; % of control where 0% means no effect; nearly all actives have a fitted effect of over 50% in size
# IL1B secr inh: inflammasome signaling inhibition, IL-1 beta readout; THP-1 LPS/ATP IL-1B secretion, AlphaLISA, 16 h; hits give low values; activity change, % at 57.5 µM; 360,000 tested, 4.7% active; AID 743279; in the data active = activity change below about -50%; inconclusive = mostly about -30% to -49%; note: % is set by controls: 0 for no effect and ±100 for the full control effect
#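 THP-1 cells pretreated 1 hr with compounds (up to 57.5 uM final), then stimulated with LPS (250 ng/mL final) plus ATP (1.25 mM final); secreted IL-1B measured by AlphaLISA after 16 hr, decreased signal indicating inhibition.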
# * hit, by the source's call; i = inactive; ? = inconclusive; . = not tested or not shown; [ ] = dose if it differs, or a comment. Unless noted, calls come from the whole dose curve; as a rule, active = well fitted curve in the direction sought with a large enough effect; inconclusive = small, poorly fitted or top-dose-only effect, or another doubt; inactive = no such curve, though single readings can be large; an effect the other way counts as inactive or inconclusive.
SMILES,ATXN viability,KB-V1 MDR tox,ATXN2 expr inh,KB-3-1 tox,HT1080NT lethal,HT1080 IDH1KD tx,SW480 rerep,MCF10A rereplic,IL1B secr inh
CCOc1cc(CNC(=O)c2ccc3nc(C(C)C)oc3c2)cc(OCC)c1OCC,i,-7.1%,2.9%,-10.7%,.,.,.,.,.
Cc1cc(C)nc(N/N=C2/CCCC/C2=C\c2ccccc2)n1,?,?,0.947µM*,-17.6%,?,?,?,1.7%,?
CSc1nc(NCC(C)C)nc(N2CCOCC2)n1,i,-0.4%,0.1%,15.7%,3.1%,-8.3%,-6.9%,1.8%,16.0
CCCCCCCC(=O)Oc1ccc(C(=O)Nc2cc(C)on2)cc1,i,19.5%,-22.8%,2.0%,-5.2%,-2.4%,-6.0%,-3.0%,41.6
CC(=O)c1ccc(N2CCN(S(=O)(=O)c3ccc4ccccc4c3)CC2)cc1,i,4.3%,-22.9%,?,2.4%,1.7%,-28.3%,?,?
O=C(NCCCN1CCCC1=O)C1CCN(S(=O)(=O)c2c(Cl)cccc2Cl)CC1,i,0.0%,-4.5%,-0.4%,-1.2%,-3.8%,-5.1%,-0.4%,-6.0
CN(C)CCCOC(=O)c1ccccc1Cl,i,0.0%,-2.2%,0.8%,4.1%,0.4%,-5.6%,1.3%,3.5
O=C(c1ccc2oc(Cc3ccc(Cl)cc3)nc2c1)N1CCCCC1CCO (centres undefined),?,?,1.9%,0.1%,2.4%,-1.6%,1.1%,-4.0%,-2.2
CCc1ccc(C(=O)c2cn(CC(=O)Nc3ccc4c(c3)OCCO4)c3ccc(F)cc3c2=O)cc1,i,0.2%,8.5%,3.3%,.,.,.,.,.
COc1ccc(C)cc1NC(=O)Cn1c(=O)ccc2cc(S(=O)(=O)N3CCC(C)CC3)ccc21,i,-10.3%,-20.1%,-21.8%,.,.,.,.,.
Cc1ccc(C(=O)Nc2ccc(N3CCOCC3)nc2)cc1,i,?,21.4%,-9.1%,?,21.9%,-13.2%,-1.2%,-3.4
Cc1ccc(C(=O)CCC(=O)N2CCN(c3ccc(F)cc3)CC2)cc1,i,2.8%,-24.1%,3.4%,-10.3%,-14.5%,2.4%,2.2%,-20.7
CCN1CCN(CC(O)COC(C)C)CC1 (centres undefined),i,1.2%,-2.1%,-13.3%,-9.5%,-9.1%,-4.3%,-23.5%,-13.5
O=C(O)c1ccc(Cl)c(NCc2ccncc2)c1,i,?,-6.7%,-1.5%,6.5%,5.1%,-11.6%,-3.8%,0.2
Cn1ccnc1C(O)c1cccc(OCc2ccccc2)c1 (centres undefined),i,-2.8%,.,-0.4%,7.9%,8.7%,-1.6%,2.7%,8.3
O=C(COC(=O)CSc1ccc(F)cc1)NCCCc1ccccc1,i,4.0%,-17.4%,-0.8%,-7.5%,-4.8%,-61.0%[inhibitor],10.7%,1.0
CCCCNC(=NCc1cccc(C(F)(F)F)c1)Nc1ccccc1,i,20.6µM*,?,?,?,23.1µM*,?,?,-83.0*
CC(C)C[C@H]1CN([C@@H](Cc2ccc(O)cc2)CN2CCC[C@@H]2CN2C(=S)NC[C@@H]2Cc2ccccc2)C(=S)N1CC1CCCCCC1,?,-4.1%,?,-21.1%,?,-26.1%,.,.,-16.7
Oc1ccc(CNC2CCCCC2)cc1,i,0.0%,-11.0%,8.0%,1.6%,2.0%,0.5%,-3.0%,0.8
COc1ccc(-c2cc(NC=O)c3ncc(-c4cccc(C(C)=O)c4)n3c2)cc1,?,-28.4%,-13.5%,-1.9%,-28.4%,?,.,.,53.1
CCOc1cccc(CN(C)CC2CCCN(CCc3ccc(Cl)cc3)C2)c1O (centres undefined),i,?,.,-10.8%,?,?,-0.1%,24.0%,?
O=[N+]([O-])/C=C/c1cn(Cc2ccc(F)cc2)c2ccccc12,?,13.4%,?,0.5%,?,11.2µM*,?,?,-71.5*
COc1ccc(-c2nc3ccccc3c(=O)n2CCCn2ccnc2)cc1,i,-16.9%,-10.0%,10.2%,-0.2%,-9.1%,-8.8%,18.8%,8.5
CCOc1cc(N2CCOCC2)c(OCC)cc1NC(=O)c1cc(S(=O)(=O)N2CCOCC2)ccc1F,i,.,-13.1%,.,28.4%,12.8%,?,-6.2%,-0.2
CCC(C)[C@H](NC(=O)[C@@H]1Cc2ccccc2CN1)C(=O)NCc1ccc(OC)cc1 (some centres undefined),i,0.0%,3.0%,0.0%,2.3%,2.7%,-51.7%[inhibitor],?,16.5
C=CCn1c(SCC(=O)N2CCCC2=O)nc2sc(CC)cc2c1=O,i,?,1.3%,0.7%,5.7%,14.2%,-5.5%,0.1%,23.9
COCc1cc([C@@H]2C[C@H]3CN(c4ccccc4)C(=O)[C@]34CCCN24)ccc1OC,i,-2.7%,.,-4.5%,11.1%,-0.5%,0.9%,-9.9%,-4.6
Cn1c(/C=C/N2CCOCC2)c(C(=O)c2ccc(Br)cc2)c(=O)n(C)c1=O,i,19.7%,-6.3%,6.9%,0.1%,-0.1%,0.8%,?,0.7
CC(C)n1c(NCc2cc(Cl)ccc2O)nc2ccccc21,?,-3.7%,28.2µM*,0.0%,-0.9%,0.1%,-0.7%,19.4%,-11.5
COCCn1c(SCC(=O)c2c(N)n(C3CC3)c(=O)[nH]c2=O)nnc1-c1cccc(C)c1,i,?,-0.8%,18.4%,6.8%,6.2%,-5.8%,-5.6%,14.7
O=C1CSC(=S)N1/N=C/C=C/c1ccccc1,i,-1.1%,-2.6%,7.9%,6.4%,4.3%,-396.5%[inhibitor],0.4%,0.0
CC(=O)Nc1ccc(CN(C)c2c(C)nc3ccc(C(=O)NCCc4ccccn4)cn23)cc1,i,16.0%,10.3%,0.0%,2.1%,14.7%,.,.,-18.3
COc1ccc(CNC(=O)c2cccc3c(-c4cnn(C)c4)coc23)cc1OC,i,0.0%,?,-7.6%,23.1µM*,?,.,.,?
Cc1ccc(N2C(=O)CSC2c2cccnc2)cc1F (centres undefined),i,7.9%,1.7%,9.7%,24.5%,14.0%,-2.2%,0.2%,19.1
COc1cc(CN2CCN(c3ccccc3F)CC2)cc(OC)c1O,i,-26.6%,8.7%,-6.1%,-2.4%,14.0%,?,?,-11.7
Cc1ccccc1Nc1nnc(SCC(=O)NCC2CCCO2)s1 (centres undefined),i,6.9%,-6.3%,-5.3%,2.7%,15.7%,-4.6%,-2.5%,19.1
CC(C)(C)c1cc(C(F)(F)F)c(C#N)c(=O)[nH]1,i,4.3%,3.8%,-1.1%,0.6%,1.1%,-10.1%,0.7%,16.0
CCOc1ccc(Cl)cc1S(=O)(=O)n1nnc2ccccc21,i,8.3%,-21.9%,-8.7%,10.9%,20.7%,-38.9%[inhibitor],-26.3%,27.9
COc1ccc2c3n([n+]([O-])c2c1)CCN=C3c1cc(Cl)c(N)c(Cl)c1,?,-4.4%,24.2%,?,-14.2%,-16.6%,5.2%,-32.8%[inhibitor],-0.1
O=S(=O)(CCc1ccccc1)CS(=O)(=O)CCc1ccccc1,i,-17.0%,4.8%,-11.0%,-3.2%,2.4%,6.3%,24.3%,-3.1
C[C@H]1COc2cc(N3CCC[C@H]3CO)ccc2S(=O)(=O)N1,i,-1.8%,6.0%,9.9%,5.6%,1.2%,.,.,0.0
C=CCn1c(C(CCCC)CC(O)COCC(C)C)n[nH]c1=S (centres undefined),i,7.2%,-7.6%,-4.4%,14.2%,13.6%,4.0%,2.1%,15.7
Cc1c2cnn(CC(=O)Nc3c(F)c(F)cc(F)c3F)c(=O)c2c(C)n1Cc1ccccc1F,i,0.8%,-4.2%,-2.9%,3.5%,3.5%,-2.6%,2.5%,23.0
CCOc1ccc(N(CC(=O)NCc2ccc3c(c2)OCO3)C(=O)c2csnn2)cc1,i,?,25.1%,-7.1%,3.7%,13.2%,1.3%,5.0%,3.0
CCc1cc(=O)oc2cc(OCC(=O)NCCN3CCOCC3)c(Cl)cc12,i,-20.5%,-6.2%,-7.3%,0.9%,-6.5%,-4.9%,-1.5%,-27.6
C/C(=C\C(=O)OCC(=O)NCc1ccccc1)C(=O)OCC(=O)NCc1ccccc1,i,0.1%,-2.2%,15.7%,15.3%,14.8%,-1.2%,9.6%,-2.3
CCn1cc(C(=O)NCC2CCCO2)c(=O)c2cc(S(=O)(=O)N3CCCCC3)ccc21 (centres undefined),i,-5.0%,-18.6%,3.9%,3.5%,6.9%,1.1%,-189.1%[0.0737 µM],-22.1
Cc1ccc(OCCC(=O)OCC(=O)c2ccc3c(c2)NC(=O)CO3)cc1,i,-13.5%,-5.4%,-18.8%,-1.2%[9.24 µM],2.5%,?,5.7%,47.4
CCOc1ccccc1CN1CCN(C2CCSCC2)CC1CCO (centres undefined),i,4.4%,6.3%,5.7%,-0.3%,2.9%,12.4%,8.1%,1.4
CC(Sc1nnnn1C)C(=O)Nc1ccc(N2CCOCC2)cc1 (centres undefined),i,22.6%,14.7%,6.9%,1.8%,-6.0%,0.1%,-0.1%,-23.6
COc1ccc(OC)c(NC(=O)CC2C(=O)NCCN2C(=O)c2ccccc2)c1 (centres undefined),i,25.1%,10.4%,5.7%,1.7%,9.8%,3.4%,-1.4%,21.4

# Three records picked at random from the list so far, as already listed:
SMILES,ATXN viability,KB-V1 MDR tox,ATXN2 expr inh,KB-3-1 tox,HT1080NT lethal,HT1080 IDH1KD tx,SW480 rerep,MCF10A rereplic,IL1B secr inh
C=CCn1c(C(CCCC)CC(O)COCC(C)C)n[nH]c1=S (centres undefined),i,7.2%,-7.6%,-4.4%,14.2%,13.6%,4.0%,2.1%,15.7
CCn1cc(C(=O)NCC2CCCO2)c(=O)c2cc(S(=O)(=O)N3CCCCC3)ccc21 (centres undefined),i,-5.0%,-18.6%,3.9%,3.5%,6.9%,1.1%,-189.1%[0.0737 µM],-22.1
C[C@H]1COc2cc(N3CCC[C@H]3CO)ccc2S(=O)(=O)N1,i,-1.8%,6.0%,9.9%,5.6%,1.2%,.,.,0.0

# Bioassay records: PubChem, National Center for Advancing Translational Sciences (NCATS)
